RAD52 anneal inh = RAD52 DNA annealing inhibitors, primary screen, biochemical, FRET, single point, set 2; AID 651710, 2012; recombinant RAD52 DNA annealing, FRET fluorescence; inhibition, % at 18.7 µM; DNA repair protein RAD52 homolog (Homo sapiens), P43351; actives 0.46% (n = 360,000);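 active = every replicate showing at least 50% inhibition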
PGC1a acetyl inh = inhibitors of PGC1a acetylation signal, primary screen, cell-based, U2OS, AlphaScreen, inhibitor mode. AlphaScreen anti-acetyl-lysine; with virally co-expressed GCN5 acetyltransferase. inhibition, % at 15.6 µM. actives 0.17% (n = 350,000). AID 651687, 2012;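 active = every replicate shows inhibition of at least 40%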;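 also: 0% = neutral control wells and 100% = positive control wells; some results beyond the cut were filed as inactive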
RAD54 branch = inhibitors of human RAD54 branch migration, primary screen, biochemical, fluorescence, single point; DNA repair and recombination protein RAD54-like (Homo sapiens), Q92698; RAD54 Holliday junction branch migration, FAM/BHQ fluorescence; inhibition, % at 10.4 µM; actives 0.14% (n = 360,000); AID 602329, 2012;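 active = mean normalized replicate activity at least 40 and at least half of replicates scoring 40 or more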;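 also: 0% = median of neutral control wells and 100% = median of positive control wells; inhibitors cause a drop in the FAM fluorescence signal; in these data hits start at about 50%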
Target sequence (Q92698 whole entry, looked up): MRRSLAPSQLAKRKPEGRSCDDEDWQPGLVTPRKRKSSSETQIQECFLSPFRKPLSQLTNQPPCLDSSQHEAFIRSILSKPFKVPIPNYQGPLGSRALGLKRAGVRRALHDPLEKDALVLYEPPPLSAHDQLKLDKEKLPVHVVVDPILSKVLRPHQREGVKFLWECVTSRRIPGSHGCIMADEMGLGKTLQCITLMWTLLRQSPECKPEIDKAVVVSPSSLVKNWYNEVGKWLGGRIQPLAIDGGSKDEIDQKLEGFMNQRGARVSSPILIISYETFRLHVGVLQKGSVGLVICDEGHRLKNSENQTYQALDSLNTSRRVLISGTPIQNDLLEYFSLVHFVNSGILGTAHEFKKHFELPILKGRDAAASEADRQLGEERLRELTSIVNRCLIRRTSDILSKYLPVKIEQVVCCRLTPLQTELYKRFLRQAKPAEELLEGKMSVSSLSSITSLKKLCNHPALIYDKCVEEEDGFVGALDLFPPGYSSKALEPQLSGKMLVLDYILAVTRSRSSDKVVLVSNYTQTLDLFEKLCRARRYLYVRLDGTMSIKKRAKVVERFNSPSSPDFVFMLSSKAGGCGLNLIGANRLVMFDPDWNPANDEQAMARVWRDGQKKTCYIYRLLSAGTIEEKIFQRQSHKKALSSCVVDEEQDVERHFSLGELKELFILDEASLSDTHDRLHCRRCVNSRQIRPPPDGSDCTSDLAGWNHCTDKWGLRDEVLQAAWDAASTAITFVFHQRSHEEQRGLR
miR122 inh = miR-122 Renilla sensor signal increase in Huh7, primary screen, miR-122 inhibitor project, cell-based, single point, plate reader; Huh7 miR-122 Renilla luciferase sensor, 48 h; neutral wells = 0, positive control = 100; activation (reporter increase), % at 12.5 µM; actives 0.3% (n = 340,000);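 active = mean replicate activation score at least 90 and every replicate individually at or above 90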;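 also: higher luciferase means less miR-122 activity so hits act as miR-122 inhibitors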
PglD inh = C. jejuni PglD acetyltransferase inhibitors, primary screen, biochemical, DTNB colorimetric, single point; inhibition, % at 12.5 µM; actives 0.098% (n = 360,000); purified PglD enzyme, DTNB colorimetric CoA detection; in the data active = inhibition above about 16%, passing the limit was not always enough; also: strong numbers were not always called active
Cneo AK release = Cryptococcus neoformans cell lysis inducers, primary screen, AK release luminescence, single concentration; C. neoformans lysis, adenylate kinase release luminescence, 4 h; normalised: neutral wells 0, clomiphene wells 100; lysis activity, % at 15 µM; actives 0.2% (n = 360,000);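 active = mean lysis activity across replicates of at least 80%, whatever share of replicates individually reach that level; inactive = mean lysis activity below 80%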
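Material – Cryptococcus neoformans yeast cells · Quantity – 5 × 10^6 yeast cells/mL · Buffer or medium – YPD medium · Compound – single dose · Timing – 4 h static compound exposure, 37 °C, read 1 h post-reagent · Signal – adenylate kinase release luminescence · Read-out basis – lysis from increased AK signal · Benchmarks – Clomiphene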
E-selectin induc = E-selectin induction in HUVECs, primary screen, imaging, HUVEC, immunofluorescence imaging, single point; actives 0.37% (n = 260,000); normalized: neutral wells 0, TNF-alpha wells 100; AID 686992, 2013; activation, % at 7.58 µM; P16581;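 active = mean E-selectin-positive cell signal at least 10% of the positive control, reached in at least 60% of replicates, without over 20% cell loss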;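 also: in these data hits start at about 27%; measured in HUVEC primary endothelial cells; signal is the percent of cells scored E-selectin positive by PE staining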
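assay system = HUVEC, human umbilical vein endothelial cells | input = 3,000 HUVEC seeded per well | medium = EGM-2 growth medium on 0.1% gelatin-coated wells | dosing = one compound dose added by pin transfer | signal = immunofluorescence imaging | read-out basis = % PE-positive cells | control set = TNF-alpha, DMSO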
ERAP1 inh = human ERAP1 aminopeptidase inhibitors, primary screen, biochemical, single point, plate reader. Endoplasmic reticulum aminopeptidase 1 (Homo sapiens), Q9NZ08. actives 0.15% (n = 340,000). AID 652197, 2013. recombinant ERAP1, Leu-AMC fluorescence, 60 min. inhibition, % at 10.7 µM;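 active = mean replicate inhibition of at least 30%, or all replicates individually reaching that 30% level; inactive = mean below 30% and not every replicate reaching it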;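 also: 0% = neutral control wells and 100% = L-leucinethiol positive control wells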
Active calls of the source: *; · = not tested or not shown; & = joins results of further samples; [ ] = another dose, or the depositor's remark.

structure,RAD52 anneal inh,PGC1a acetyl inh,RAD54 branch,miR122 inh,PglD inh,Cneo AK release,E-selectin induc,ERAP1 inh
CS(=O)(=O)N1CCCC(C(=O)Nc2ccc3c(c2)OCCO3)C1 (stereo not given),-8,10,4,4,5,-2,·,0
CC(C)(C)c1cc(CCC(=O)N2CCNCC2)c(C(C)(C)C)cc1O,·,1,0,-14,4,2,-0.2,·
COc1ccccc1S(=O)(=O)N1CC[C@@H]2[C@H]1c1cc(-c3ccccc3)ccc1N(C)[C@H]2CO,10,-2,5,2[16.7 µM],0,69,-0.1,-2
COCC#Cc1ccc([C@H]2[C@@H](CO)N3C(=O)CN(C(=O)C4CCOCC4)C[C@H]23)cc1,-4,-2,·,·,·,·,0.3,0
O=C(NCc1ccc(Cl)cc1)N1CCN(C(=O)c2ccccc2)CC1,-2,6,-4,3,3,4,-0.1,0
O=C(c1ccc(F)cc1)c1ccc(OCC(=O)N2CCOCC2)cc1,-5,3,-4,-2,-6,-2,0.0,5
CCCn1nnnc1NCc1cccc(OC)c1,-5,18,7,-2,-2,-1,·,2
CC(C)(C)NC(=O)CN(C(=O)CCC(=O)Nc1nccs1)c1ccccc1F,-7,0,1,0,-3,3,0.1,-4
Cc1cccc(N2CCN(C(=O)c3nn(C)c4c3CS(=O)(=O)c3ccccc3-4)CC2)c1C,-8,-9,10,-1,5,1,·,-3
CCN(CC(=O)Nc1ccc(NC(C)=O)cc1)C(=O)C1CC(=O)N(CCc2ccc(OC)c(OC)c2)C1 (stereo not given),-9,5,0,3,-4,0,·,-1
CC(Nc1nc(-c2cccnc2)nc2ccccc12)c1ccccc1 (stereo not given),-15,2,-1,9,4,3,-0.4,0
C[C@H](CO)N1C[C@H](C)[C@@H](CN(C)Cc2ccc(Cl)c(Cl)c2)Oc2ccc(NC(=O)Nc3ccc(F)cc3)cc2CC1=O,33,10,1,-10[16.7 µM],0,-13,-0.1,-3
O=C1Nc2ccccc2C(O)(C(=O)N2CCCCC2)N1c1ccccc1 (stereo not given),·,4,-3,5,5,-12,·,·
Cc1ccc(CN2CCN(/N=C\c3cccc([N+](=O)[O-])c3)CC2)cc1,-9,-9,8,-8,3,-3,-5.3,-2
O=C(CCc1ccc(S(=O)(=O)N2CCOCC2)cc1)Nc1ccc(F)c(F)c1F,-12,-9,-4,4,-4,-1,0.1,0

structure,RAD52 anneal inh,PGC1a acetyl inh,RAD54 branch,miR122 inh,PglD inh,Cneo AK release,E-selectin induc,ERAP1 inh
Cc1ccc(C)c(OC(=O)CN2C(=O)c3ccccc3C2=O)c1,-12,·,-3,·,6,-1,·,-3
Cc1ccccc1N1CCN(Cc2ccc([N+](=O)[O-])o2)CC1,0,0,-6,5,-2,0,-0.1,-2
C=CCC(=O)NC1CC(C)(C)Cc2c1cnn2-c1ccc(C)cc1 (stereo not given),5,·,-2,·,-9,-1,0.2,1
Cc1sc2ncnc(NCCN3CCOCC3)c2c1C,·,10,11,1,0,1,·,·
Cc1ccc(-c2cc(C(=O)N3CCCC3)c3ccccc3n2)s1,-17,3,-1,9,2,-7,-0.2,-72
O=C1C=C(NCc2ccccc2)C2(CCCCC2)O1,·,-2,8,-5,5,-2,·,·
Cn1c(=O)[nH]c(=O)c2c1nc(Br)n2Cc1ccc(Cl)cc1,4,8,-1,·,2,-2,0.0,2
O=C(CSc1nnnn1-c1ccc(F)cc1)Nc1nc2ccccc2s1,·,8,-4,-1,·,1,·,·
CCn1c(C)nnc1SCC(=O)Nc1ccc(N2CCOCC2)cc1,-11,·,9,·,7,-1,-0.3,3
O=C(NCCc1ccccc1C(F)(F)F)C1CCC(=O)N(C2CC2)C1 (stereo not given),-15,1,8,·,-1,-6,·,3
CCc1ccc(C(=O)CN2C(=O)C(C)N(c3ccc(C)cc3)C2=O)cc1 (stereo not given),3,·,-2,-3,-1,-1,-2.6,-6
CCOC(=O)c1c(CC(C)C)csc1NC(=O)c1ccccc1C(=O)O,-21,5,-1,-5,2,-1,·,-5
C[C@H]1CN([C@@H](C)CO)C(=O)Cc2cc(NC(=O)Cc3cn(C)c4ccccc34)ccc2O[C@@H]1CN(C)C(=O)Nc1ccccc1,4,4,-21,-6[16.7 µM],1,3,0.4,-2
CCOP(=O)(OCC)C(Nc1ccccc1)c1cccnc1 (stereo not given),-17,·,10,-4,-1,1,2.0,-2
COc1ccc(C2c3c(ccc4ccccc34)Oc3ncn4nc(-c5ccco5)nc4c32)cc1 (stereo not given),·,-2,0,-1,1,9,·,·

structure,RAD52 anneal inh,PGC1a acetyl inh,RAD54 branch,miR122 inh,PglD inh,Cneo AK release,E-selectin induc,ERAP1 inh
CC(=O)c1ccc(S(=O)(=O)N2CCN(c3ccnc4cc(Cl)ccc34)CC2)cc1,-12,-1,5,-11,1,-1,-0.1,6
Cc1ccc(C)c(N=C2NC(=O)CS2)c1,·,6,-5,-3,-4,1,·,·
COc1ccc(C(=O)C2CCCN(S(=O)(=O)c3cccnc3)C2)c(C)c1 (stereo not given),-1,·,0,·,-2,1,1.1,-2
CN1CCN(c2ccccc2NC(=O)c2ccc([N+](=O)[O-])o2)CC1,·,·,6,2,-1,3,·,·
Cc1ccc(S(=O)(=O)NCC(=O)N(CC(=O)NCC2CCCO2)c2cccc(F)c2)cc1 (stereo not given),0,0,-2,3,0,-2,0.2,-4
Cc1ccc(NC(=O)COC(=O)Cc2ccsc2)cc1S(=O)(=O)N(C)C,-19,-2,-4,42,-2,-1,·,-3
C[C@H]1CN([C@@H](C)CO)C(=O)c2cc(NS(C)(=O)=O)ccc2O[C@@H]1CN(C)S(=O)(=O)c1cn(C)cn1,-2,9,6,-2[16.7 µM],0,2,-11,-1
Cc1ccccc1-c1ccc([C@H]2[C@@H](CO)N3CCCCN(C(=O)Nc4ccc(F)cc4)C[C@@H]23)cc1,-8,8,9,-26[16.7 µM],-5,0,-0.2,5
Cc1onc(-c2ccccc2)c1C(=O)Oc1cccnc1,·,-13,6,-2,7,-1,·,·
CCC(OC(=O)CN1C(=O)C(=O)c2ccccc21)C(=O)Nc1ccccc1OC (stereo not given),-11,-12,-2,-1,-5,-2,0.2,5
Cc1ccc(-c2ccc([C@H]3[C@@H](CO)N4CCCCN(C(=O)Nc5cccc(F)c5)C[C@H]34)cc2)cc1,46,-26,11,-25[16.7 µM],-3,9,-0.2,-1
O=C(COc1ccccc1O)NC1CCCC1,-6,-10,-7,-1,-4,1,1.4,2
O=C(NCc1ccco1)c1cc2ccccc2o1,·,1,-4,-4,0,1,·,·
C[C@H]1CN([C@@H](C)CO)C(=O)CCCn2nncc2CO[C@H]1CN(C)Cc1ccc(C(=O)O)cc1,-1,9,·,·,·,·,0.9,1
Cc1ccc(-c2ccc3c(c2)O[C@H](CN(C)Cc2cccc(C(=O)O)c2)[C@@H](C)CN([C@@H](C)CO)S3(=O)=O)cc1,-6,17,-5,2[16.7 µM],-2,0,0.3,0

structure,RAD52 anneal inh,PGC1a acetyl inh,RAD54 branch,miR122 inh,PglD inh,Cneo AK release,E-selectin induc,ERAP1 inh
O=S(=O)(N/N=C/c1ccc(N2CCOCC2)cc1)c1ccc(Br)cc1,-39,-9,-1,3,5,-1,4.0,1
CCOC(=O)N1CCN(S(=O)(=O)c2ccc(C(=O)Nc3nnc(C)o3)cc2)CC1,-7,·,0,7,-8,4,-1.1,-2
CO[C@H]1CN(C)C(=O)c2cc(NC(C)=O)ccc2OC[C@@H](C)N(C(=O)CC2CC2)C[C@H]1C,20,1,-20,-32[16.7 µM],0,-6,0.0,17
C[C@@H]1CCCCO[C@@H](CN(C)S(=O)(=O)c2ccc(Cl)cc2)[C@H](C)CN([C@H](C)CO)C(=O)c2cc(NC(=O)c3ccccc3)ccc2O1,-30,-9,-1,-15[16.7 µM],-1,-1,0.9,-1
CCc1nc2sccc2c(=O)[nH]1,4,12,4,2,-2,3,1.1,-3
CS(=O)(=O)N1CCSC1c1ccc(Br)cc1 (stereo not given),-18,7,·,-5,0,-1,·,-4
CC(=O)c1cnc2nc(C(F)(F)F)nn2c1C,·,3,-21,0,3,1,·,·
COCCNC(=O)CN1C(=O)CSc2ncccc21,-15,1,-5,3,-1,1,·,-1
COc1ccc(NC(=O)CCCSc2ccccc2)cc1S(N)(=O)=O,-3,·,1,·,1,-1,1.9,0
C[C@H]1CN([C@@H](C)CO)C(=O)CCCn2cc(nn2)CO[C@@H]1CN(C)S(=O)(=O)c1ccc(F)cc1,14&-3&0,3&-4,-6&-1,-3&-2[16.7 µM],5&-1,1&8,-0.1,-1&0&-1
COC(=O)C(CCSC)NC(=O)CNS(=O)(=O)c1ccc(Cl)cc1 (stereo not given),·,-2,-9,6,0,-1,·,·
O=C(CCCCCNC(=O)c1ccccc1Br)N=Nc1c(O)[nH]c2ccccc12,-4,·,·,15,·,·,88*,1
CC(C)Oc1ccc(C(=O)O)cc1,6,·,-11,-2,-4,1,-0.4,-1
Cn1cnc(S(=O)(=O)N[C@H]2C=C[C@H](CC(=O)Nc3ccccc3)O[C@@H]2CO)c1,4,1,-5,·,1,-2,0.1,1
CN1CCN(c2ccc(NC(=S)NC(=O)c3cccc4c(Cl)cccc34)cc2)CC1,27,-6,-4,-1,-3,8,-0.2,-1
OC(c1ccccc1)(c1nc(-c2cc(F)cc(F)c2)cs1)C(F)(F)F (stereo not given),9,-3,3,29,4,2,0.0,0
COCCNC(=O)CN(C(=O)Cn1nnc2ccccc21)c1ccc(C)c(F)c1,·,-8,-22,-7,0,0,-2.4,·

2 compounds from above, reduced to Cneo AK release and RAD52 anneal inh.
structure	Cneo AK release	RAD52 anneal inh
Cn1cnc(S(=O)(=O)N[C@H]2C=C[C@H](CC(=O)Nc3ccccc3)O[C@@H]2CO)c1	-2	4
CN1CCN(c2ccc(NC(=S)NC(=O)c3cccc4c(Cl)cccc34)cc2)CC1	8	27

Compound activity: PubChem BioAssay, Broad Institute
